# OX1R antag-1 = antagonists of human orexin 1 receptor (OX1R); Orexin/Hypocretin receptor type 1 (Homo sapiens), O43613; AID 485270, 2010; OX1R-expressing cells, FRET antagonist read-out; inhibition, % at 6.6 µM; 330,000 compounds, 1.8% hits; in the data active = inhibition mostly above about 38%, no sharp cut-off; inactive = mostly below about 40%;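 note: 0% = agonist challenge alone and 100% = reference antagonist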
# Target sequence (O43613 whole entry, looked up): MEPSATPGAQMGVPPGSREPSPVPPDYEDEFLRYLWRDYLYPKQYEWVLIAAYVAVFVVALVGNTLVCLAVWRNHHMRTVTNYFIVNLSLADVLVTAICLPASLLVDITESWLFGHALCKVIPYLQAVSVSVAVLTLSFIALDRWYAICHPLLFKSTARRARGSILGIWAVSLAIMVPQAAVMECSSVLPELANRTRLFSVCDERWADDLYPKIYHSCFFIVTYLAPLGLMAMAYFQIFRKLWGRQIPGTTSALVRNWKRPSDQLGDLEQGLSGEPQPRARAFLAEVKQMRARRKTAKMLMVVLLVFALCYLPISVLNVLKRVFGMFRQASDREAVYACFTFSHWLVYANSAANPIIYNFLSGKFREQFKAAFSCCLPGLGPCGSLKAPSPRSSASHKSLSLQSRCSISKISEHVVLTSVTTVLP
# OX1R antag-2 = OX1R (HCRTR1) antagonists, primary screen, fluorescence, CHO/OX1R cells, Fluo-8 calcium, orexin A. Orexin/Hypocretin receptor type 1 (Homo sapiens), O43613. Fluo-8 calcium fluorescence. inhibition, % at 5 µM. 330,000 compounds, 0.43% hits. AID 434989, 2010;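 active = inhibition above its plate's threshold, mean inhibition of all tested compounds on the plate plus 3 SD, cut at about 37% in these data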;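 note: 0% = orexin A challenge wells and 100% = SB-334867-A antagonist wells; not every result past the cut was called active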
# An asterisk follows results filed as active.
SMILES	OX1R antag-1	OX1R antag-2
CCc1ccc2nc(N(CCCN(C)C)C(=O)c3ccc(S(=O)(=O)N4CCc5ccccc5C4)cc3)sc2c1	2	-18
Cn1cc(Cl)nc1C(O)c1ccccc1 (centres undefined)	16	-10
Cc1ccc(S(=O)(=O)NNC(=S)Nc2ccccc2)cc1	9	-19
CN(C)c1ccc(/C=C/C(=O)c2cccnc2)cc1	4	68*
O=C(NCCCCc1ccccc1)c1cccc(Br)c1	18	-1
COC(=O)c1cc(C#N)c(SCc2ccccc2)nc1C	18	-27
CCOC(=O)Cn1c(=O)n(Cc2ccco2)c(=O)c2ccc(C(=O)NCCc3ccccc3)cc21	17	-24
NC(=O)Cn1cnc(-c2ccccc2)c1	23	6
CCCCCCCCCCOC(=O)C[N+](C)(C)CC1CCCCC1O (centres undefined)	9	-33
Cc1sc2nc(CSCC(=O)NC3CCCCC3)[nH]c(=O)c2c1C	13	-15
Cc1c(N(C)S(=O)(=O)c2cccc(C(=O)NCC3CCCO3)c2)c(=O)n(-c2ccccc2)n1C (centres undefined)	8	-22
Cc1cc(N2CCN(C)CC2)nc2ccc(NC(=S)NCCC(C)C)cc12	1	-47
Cc1oc(-c2ccc(Cl)cc2)nc1CS(=O)CC(=O)NCCCN(C)C1CCCCC1 (centres undefined)	9	-30
COC(=O)/C(=C(/F)Sc1cc(C)c(O)c(C)c1)C(F)(F)F	18	13
O=C(NNC1OC(CO)C(O)C(O)C1O)c1cccc(Br)c1 (centres undefined)	30	-23
N#C/C(=C\C=C\c1ccccc1)C(=O)NCc1ccco1	10	-17
Cc1ccc(Oc2ncccc2CO)cc1	34	-16
CCc1ccc(N=Nc2ccc(O)c3[nH]cnc23)cc1	-1	47*
Cc1cc(C)cc(OCC(=O)OCC(=O)c2cc(C)n(C3CC3)c2C)c1	4	2
Clc1cncc(Cl)c1NNc1c2ccccc2nc2ccccc12	16	-19
CCOC(=O)n1c(=O)[nH]c2ccc(Br)cc21	13	-2
Cc1cc(O)c(C2=Nc3ccccc3SC(c3ccc(Cl)cc3)C2)c(=O)o1 (centres undefined)	15	-16
COc1ccc2oc(C(=O)OCC(=O)Nc3ccc(OC)c(S(N)(=O)=O)c3)c(C)c2c1	13	-7
O=Nc1c(O)[nH]c2ccc(Cl)cc12	21	-3
Cc1ccc2c(C)c(C(=O)N(C)Cc3ccncn3)oc2c1C	3	-9
COC(=O)c1ccc(Cn2cc(Cl)cn2)o1	7	2
CCCCNC(=S)N1CCn2cccc2C1c1ccc(F)cc1 (centres undefined)	20	-25
CC1CC(C)CN(S(=O)(=O)c2ccc3c(c2)oc(=O)n3CC(=O)N2CCOCC2)C1 (centres undefined)	15	-13
CC(CC(=O)N1CCc2ccccc21)n1cccn1 (centres undefined)	21	-10
O=C(c1cc(F)c(F)cc1Cl)N1CCN(CCc2ccccc2)CC1	13	-15
CCOc1ccc2c(c1)OC(c1ccccc1)(C(F)(F)F)NC2=O (centres undefined)	13	-26
O=C(CCc1nc2ccccc2c(=O)[nH]1)OCC(=O)c1cccc(Cl)c1	16	-24
COc1ccc(OC)c2c(C)c(C)[nH]c12	-3	-23
O=C(Cc1ccccc1[N+](=O)[O-])Nc1ccccc1C(=O)N1CCCC1	25	-3
O=C1c2ccc(-c3ccc(F)cc3OCc3ccccc3)cc2S(=O)(=O)c2cccc(C(=O)N3CCN(c4ncc(Cl)cc4Cl)CC3)c21	15	-14
Cc1cc(C)cc(N(CC(=O)N2CCn3c2nc2ccccc23)S(=O)(=O)c2c(C)noc2C)c1	15	-5
CCN1CCc2nc3sc(C(=O)Nc4cccnc4Cl)c(N)c3cc2C1	42	-11
COC(=O)c1ccc(OS(=O)(=O)c2ccc(NC(C)=O)cc2)cc1	31	-1
COc1ccc(-c2c(NC(=O)c3ccco3)n(-c3ccccc3)nc(C)c2=O)cc1	5	-18
COc1cc(C(Nc2ccccn2)c2c(NC(=O)c3ccco3)sc(C)c2C)cc(OC)c1OC (centres undefined)	18	-18
O=C(CSc1nnc(-c2cccc(F)c2)o1)N1CCCC1	23	-11
COc1ccc(NC(=O)CSc2nc(N3CCCCC3)nc(N3CCCCC3)n2)cc1	6	-21
Nc1ccc(C(=O)Nc2nc3ccccc3s2)cc1	17	-3
O=C(c1cccc(F)c1)N1CCN(C(=O)c2nn3cccnc3c2Cl)CC1	21	-5
C(=N\Nc1nc2ccccc2[nH]1)/c1ccncc1	7	-19
Cc1ccc(-n2c(=O)[nH]c3c(C(N)=O)nc(CC(C)C)nc32)cc1	21	-19
CCS(=O)(=O)c1nc(S(=O)(=O)c2ccc(Cl)cc2)c(N2CCOCC2)s1	-1	-8
Nc1nc(Cl)cc(N2CCCC2)n1	10	-16
COc1ccc(C(=O)N/N=C/c2cc(Br)ccc2O)cc1OC	26	-12
O=C(CCCC(=O)N(CC(=O)NC1CCCCC1)Cc1ccccc1)Nc1ccccn1	9	-20

# Remaining list, next part.
SMILES	OX1R antag-1	OX1R antag-2
CCCCc1cc(=O)oc2cc(C)cc(OCC(=O)N3CCC(C(=O)O)(c4ccccc4)CC3)c12	19	-14
O=C(Nc1ccc(F)cc1)c1cccc(N2C(=O)C3C4C=CC(C5CC45)C3C2=O)c1 (centres undefined)	15	-20
Cc1c(Cl)c([N+](=O)[O-])nn1Cc1ccc(C(=O)N/N=C\c2cc(Cl)ccc2O)o1	48	-6
O=C(Cc1ccc(Cl)cc1)NC1CCCN(Cc2ccccc2F)C1 (centres undefined)	-1	-39
N#Cc1c2n(c(=S)n(-c3ccc(OC(F)F)cc3)c1=O)CCCCC2	6	13
CCC(C(=O)Nc1ccc([N+](=O)[O-])cn1)c1ccccc1 (centres undefined)	13	-11
O=C1Nc2ccccc2C(=O)N2[C@H](c3cccc(Br)c3)[C@@H]3C(=O)N(Cc4ccccc4)C(=O)[C@@H]3[C@H]12	26	-8
Cc1cc(C(=O)NCc2cc(F)cc3c2OCOC3)nn1C	0	-14
CCC1CCCCN1CCCNC(=O)c1ccc(N2CCOCC2)c(NS(=O)(=O)c2ccc(OC)cc2)c1 (centres undefined)	3	-35
O=[N+]([O-])c1cccc(/C([O-])=C(/C(=S)Nc2ccccc2F)[n+]2ccccc2)c1	19	-6
CC12CC(NC(=O)N1c1cccc(C(=O)NCc3ccccc3)c1)c1ccccc1O2 (centres undefined)	27	-27
COc1cccc(-c2c(NC(=O)c3ccco3)oc3ccccc3c2=O)c1	12	-30
CCOc1ccc(-n2c(-c3ccccc3)c[n+]3c2CCCCC3)cc1	6	0
CC(Sc1nnc(C2CCCCC2)n1N)C(=O)NCc1ccc2c(c1)OCO2 (centres undefined)	14	-15
CC1(CCl)N([O-])C2=C(CCCC2)[N+]1=O (centres undefined)	7	2
CC(C)(C)C1CCC(=NNC(=O)C2COc3ccccc3O2)CC1 (centres undefined)	6	-2
COc1ccc(CCNS(=O)(=O)c2cccc(C)c2)cc1OC	6	-1
O=c1ccc2cc(S(=O)(=O)N3CCN(c4ccc(Cl)cc4)CC3)ccc2o1	3	-14
CC(=O)Nc1ccc(S(=O)(=O)N2CCN(c3nc(C)cc(C)n3)CC2)cc1	-2	-18
COc1ccc(O)c(-c2c(-c3ccc(Cl)cc3)n[nH]c2C)c1	36	-24
Cc1noc(C)c1CSc1nnc(-c2ccccc2)n1Cc1ccco1	28	-10
Cc1cc(C)c(C#N)c(SCC(O)CS(=O)(=O)Cc2ccccc2)n1 (centres undefined)	24	-3
Cc1ccccc1NC(=O)Cc1nc(COC(=O)Cc2ccccc2F)cs1	0	-18
CCOC(=O)C1=CN(Cc2cccc(F)c2)S(=O)(=O)NC1c1ccc(Br)cc1F (centres undefined)	7	1
COc1ccc(-c2noc(CSc3nc4ccccc4c(=O)n3-c3ccccc3)n2)cc1	6	-21
CCCc1nn(C)c(C(=O)Nc2ccc(Cl)cc2)c1Cl	19	-31
CCOC(=O)C1CCN(C(=O)c2cc(CN3C(=O)c4ccccc4C3=O)ccc2OCC)CC1	19	-37
NS(=O)(=O)c1cccc(NC(=O)CSc2nnc(-c3ccccc3)o2)c1	10	-4
CCC1CCCCN1C(=O)CCCc1ccccc1 (centres undefined)	26	-10
Cc1ccc(CC2CC(=O)N(C(Cc3ccccc3)C(=O)O)C2=O)cc1 (centres undefined)	19	-17
O=C(NC1CCCCC1)N1CCCC(CNS(=O)(=O)Cc2ccccc2)C1 (centres undefined)	4	-1
COc1c(C)cccc1C(=O)Nc1ccc(CN2CCCCC2)cc1	11	-20
CCCCNC(=O)c1onc(CSc2cccc(OC)c2)c1C(=O)O	6	5
Cc1ccccc1N1C(=O)CC(N(O)c2ccccc2)C1=O (centres undefined)	13	-19
O=C(NC1=NCCS1)c1ccc(Cl)c(S(=O)(=O)N2CCc3ccccc32)c1	42	-10
O=C(c1cccc(S(=O)(=O)N2CCOCC2)c1)N1CCCc2ccccc21	5	-22
Cc1cnc(NC(=O)c2ccc(Cl)nc2)s1	-2	8
CC(=O)c1cccc(CN2CCC(CO)(CCCc3ccccc3)CC2)c1	14	-26
CCOc1ccc2nc(NC(=O)c3cnc(C)cn3)sc2c1	8	0
O=C(c1ccc(S(=O)(=O)N2CCCCC2)cc1)N1CCN(c2ccccc2)CC1	4	-18

# As a working copy, some entries already given:
SMILES	OX1R antag-1	OX1R antag-2
O=C(NC1CCCCC1)N1CCCC(CNS(=O)(=O)Cc2ccccc2)C1 (centres undefined)	4	-1
COc1c(C)cccc1C(=O)Nc1ccc(CN2CCCCC2)cc1	11	-20
CCCCNC(=O)c1onc(CSc2cccc(OC)c2)c1C(=O)O	6	5
Cc1ccccc1N1C(=O)CC(N(O)c2ccccc2)C1=O (centres undefined)	13	-19
O=C(NC1=NCCS1)c1ccc(Cl)c(S(=O)(=O)N2CCc3ccccc32)c1	42	-10

# (cont.)
SMILES	OX1R antag-1	OX1R antag-2
COc1cc(/C=C/c2cc[n+](C)cc2)ccc1OCC(=O)Nc1ccccc1	24	-4
Cc1cc(SCC(=O)Nc2cccc(S(=O)(=O)NC3=NCCCCC3)c2)nc2ccccc12	47	-21
COC(=O)c1c(C)noc1-c1cc(C)on1	3	3
Nc1ccn(CC(=O)N2CCN(c3ccccn3)CC2)c(=O)n1	12	-6
CC(C)N1CCC(N2CCN(Cc3ccc(-c4ccccc4Cl)o3)CC2CCO)CC1 (centres undefined)	5	-43
COC(=O)C1=C(C)N(Cc2ccccc2)C(=NCCc2c[nH]c3ccccc23)N[C@H]1c1ccccc1	12	26
Oc1ccccc1Cc1c(O)ccc2ccccc12	9	8
COC(=O)CSC1=C(C#N)C(c2ccc(C(C)C)cc2)CC(=O)N1 (centres undefined)	8	-28
CCN1C(=O)[C@H]2[C@@H](c3ccc(-c4cc(C(C)=O)cs4)cc3)N3CCC[C@@]3(C(=O)OC)[C@H]2C1=O	17	-18
COc1cc(OC)c(Cl)cc1N	22	-5
CCn1c(Cc2cccs2)nnc1SCC(=O)c1ccc(C)cc1	15	-13
CC1CCc2c(sc(NC(=O)c3cccs3)c2C(=O)O)C1 (centres undefined)	25	-17
CC(C)(C)c1ccc(COn2ccnc2)cc1	8	-1
COc1ccc(S(=O)(=O)NNC(=O)c2csc(-n3nc(C)cc3C(F)(F)F)n2)cc1	27	7
Cc1cccc(C(=O)N(Cc2nc3ccccc3c(=O)[nH]2)C2CCCC2)c1	15	-35
Cc1ccc2cccc(OCc3nnc(SCC(=O)O)n3C)c2n1	22	-2
Cc1cc(C)cc(N(CC(=O)N2CCc3ccccc32)S(=O)(=O)c2c(C)noc2C)c1	6	-21
CC(Sc1nccn1C)C(=O)Nc1ccc(Cl)cn1 (centres undefined)	15	-22
COc1ccc(NC(=O)CNC(c2ccccc2)c2ccccc2)cc1	6	-27
CC(C)OC(=O)c1sc2nc(-c3ccccc3)ccc2c1N	6	12
Cc1cc(C(=O)NNC(=O)c2cccs2)nn1C(C)(C)C	4	15
CCOC(=O)C1CCCN(C(=O)CN(c2ccc(OC)cc2)S(=O)(=O)c2c(C)noc2C)C1 (centres undefined)	29	-26
Cc1ccc2cc(CN(C(=O)c3cccs3)c3ccccc3)c(=O)[nH]c2c1	13	-23
CCN(CC)C(=O)Oc1cc(COC)nc(-c2ccccc2)n1	9	-25
Cc1cc(Nc2ccc(F)cc2F)n2ncnc2n1	8	-6
COc1cc(C(=O)NCCNC(=O)c2cnccn2)cc(OC)c1OC	14	-20
COCCc1nc2ccc(C(=O)N3CCCCC3COC)cc2o1 (centres undefined)	0	4
Cc1cc(C(=O)NCc2ccccc2Br)no1	1	-3
Clc1cccc(NCc2nnc3n2CCCCC3)c1	19	3
Cc1noc(C)c1COc1ccc(C(=O)N2CCN(c3ccccc3O)CC2)cc1	6	-6
CCCn1c(=N)n(CC(O)c2ccc(C)cc2)c2ccccc21 (centres undefined)	3	-21
CCCN1Cc2cccc(C(N)=O)c2C1=O	7	-2
Cc1ccc(C2C3C(=O)N(c4ccccc4)C(=O)C3N3CCCN23)cc1 (centres undefined)	1	-17
COc1ccc(Cl)cc1NC(=O)COC(=O)CCCN1C(=O)c2ccccc2C1=O	15	-17

# Structures from the list above that have a CF3 group (three):
SMILES	OX1R antag-1	OX1R antag-2
COC(=O)/C(=C(/F)Sc1cc(C)c(O)c(C)c1)C(F)(F)F	18	13
CCOc1ccc2c(c1)OC(c1ccccc1)(C(F)(F)F)NC2=O (centres undefined)	13	-26
COc1ccc(S(=O)(=O)NNC(=O)c2csc(-n3nc(C)cc3C(F)(F)F)n2)cc1	27	7

# Compound activity from PubChem.
